Screens: PubChem BioAssay, Broad Institute
ARNT-TACC3 inh: disrupts binding between human ARNT and TACC3; inhibition, % at 9.99 µM; AID 623870; 390,000 tested, 0.66% active; AlphaScreen His-ARNT PAS-B/GST-TACC3 binding, luminescence; TACC3 fragment carries E629A point mutation;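 active = mean inhibition of replicates at least 50% and at least half of replicates each reaching 50%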;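 also: 0% = complete ARNT plus TACC3 wells and 100% = ARNT alone without TACC3; many hits fall short of the cut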
PglD DTNB: PglD (C. jejuni) enzyme inhibition. AID 602405. purified PglD enzyme, DTNB colorimetric CoA detection. inhibition, % at 12.5 µM. 360,000 tested, 0.098% active; in the data active = inhibition above about 16%, passing the limit was not always enough; also: strong numbers were not always called active
PAX8 inh HTS: lowers PAX8-driven luciferase in RMG-I cells; AID 652154; RMG-I TPO-luciferase reporter, SteadyGlo, 24 h; inhibition, % at 12.6 µM; 360,000 tested, 1.2% active;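 active = mean replicate inhibition at least 60% with every replicate also reaching 60%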;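 also: luciferase light reporting Pax8 driven TPO promoter activity; plate controls were median of neutral control wells for no effect and mitoxantrone controls for full effect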
PGC1a acetyl inh: lowers PGC1a acetylation signal in U2OS cells | 350,000 tested, 0.17% active | inhibition, % at 15.6 µM | AlphaScreen anti-acetyl-lysine; with virally co-expressed GCN5 acetyltransferase | AID 651687;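 active = every replicate shows inhibition of at least 40%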;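 also: 0% = neutral control wells and 100% = positive control wells; some results beyond the cut were filed as inactive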
GSIS activator: GLuc luminescence reporter in INS-1E cells, primary screen for activators of glucose-dependent secretion of insulin | INS-1E GLuc reporter insulin secretion, 2-3 h | activation, % at 16.6 µM | 370,000 tested, 0.61% active;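 active = lowest replicate activation of at least 40%, so every replicate reaches that level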;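 also: 0% = median of neutral control wells and 100% = median of IBMX positive control wells; some compounds called inactive have numbers as strong as hits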
Cneo AK release: Cryptococcus neoformans lysis via adenylate kinase release; 360,000 tested, 0.2% active; lysis activity, % at 15 µM; C. neoformans lysis, adenylate kinase release luminescence, 4 h; normalised: neutral wells 0, clomiphene wells 100; AID 651654;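 active = mean lysis activity across replicates of at least 80%, whatever share of replicates individually reach that level; inactive = mean lysis activity below 80%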
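Signal: Adenylate kinase release luminescence | Assay system: Log-phase Cryptococcus neoformans yeast cells | Input: Cells at 5 × 10^6 per mL | Buffer or medium: Fresh YPD growth medium | Compound: Single dose | Schedule: Static 4 h at 37 °C with compound, 1 h detection | Controls: Clomiphene | Read-out: Luminescence rise reflecting yeast cell lysis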
LGR2 inh: inhibitors of bursicon-induced Drosophila LGR2 receptor cAMP signaling | HEK293 LGR2, CRE-luciferase, bursicon-stimulated, 4 h | inhibition, % at 9.99 µM | 380,000 tested, 0.35% active | AID 720647;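 active = drop in luminescence signal, shown as inhibition above about 50% in the replicate tests, limit read from the data, passing the limit was not always enough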;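 also: agonist challenge used bursicon conditioned medium at about half maximal strength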
Statin myotox sup: suppression of simvastatin myotoxicity; C2C12 myotubes + simvastatin, ATP luminescence, 48 h; scaled: DMSO 0, geranylgeraniol control 100; rescue of ATP level, % at 7.49 µM; 330,000 tested, 0.78% active;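 active = mean ATP rescue above about 67%, or every replicate alone reaching that limit, limit read from the data, passing the limit was not always enough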;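 also: myotubes were challenged with 10 µM simvastatin during compound exposure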
Active calls of the source: *; x = no result given. Compounds were not picked by outcome; overall some 2.9% were active at least once.

mol,ARNT-TACC3 inh,PglD DTNB,PAX8 inh HTS,PGC1a acetyl inh,GSIS activator,Cneo AK release,LGR2 inh,Statin myotox sup
C[C@H](CO)N1C[C@H](C)[C@H](CN(C)Cc2ccccc2)Oc2ccc(NS(=O)(=O)c3cn(C)cn3)cc2C1=O,-13,0,-3,x,5,-1,-3,1
Cc1ccccc1N1CCN(C(=O)CCN2C(=O)c3ccccc3C2=O)CC1,-7,6,x,1,x,0,x,5
COCC(=O)Nc1ccc2c(c1)C(=O)N(C)[C@H]1CC[C@@H](CC(=O)N3CCc4ccccc4C3)O[C@H]1CO2,-2,3,-6,-5,-1,1,13,-6
CCCCn1c(N)c(N(CCC(C)C)C(=O)c2ccc(C)o2)c(=O)[nH]c1=O,-1,0,9,x,x,2,x,-4
C[C@@H]1CN([C@@H](C)CO)C(=O)c2cc(NC(=O)CCN3CCOCC3)ccc2O[C@@H]1CN(C)S(=O)(=O)c1ccc(F)cc1,6,-2,-13,11,21,-1,-5,-12
CC(=O)Cn1nnc2sc(-c3ccccc3)cc2c1=O,-7,x,-138,-4,-8,x,-79,x
CS(=O)(=O)N1CCN(C(=O)CCC2CCCC2)CC1,-3,0,x,-1,x,-2,x,x
O=C(O)c1cccc(CSc2n[nH]c(-c3ccc(Cl)cc3Cl)n2)c1,2,x,6,x,8,x,-30,x
COc1cccc(-n2nc(C(=O)Nc3ccc4c(c3)OCO4)c3ccccc3c2=O)c1,-4,-10,x,-12,x,0,x,22
CC1=NN(/C(=N\c2nnc(C)s2)Nc2ccc(C(C)(C)C)cc2)[C@H](c2ccc(C)cc2)S1,7,-4,x,x,7,1,x,x
COCC(=O)N1CC(=O)N2[C@@H](CO)[C@@H](c3ccc(-c4ccccc4F)cc3)[C@@H]2C1,x,x,9,4,-3,x,14,x
C[C@H](CO)N1C[C@H](C)[C@@H](CN(C)CC2CCCCC2)Oc2ccc(NC(=O)Nc3ccc4c(c3)OCO4)cc2C1=O,-5,2,-2,x,-2,-6,-18,3
C[C@H]1CCCCO[C@@H](CN(C)C(=O)c2ccncc2)[C@@H](C)CN([C@@H](C)CO)C(=O)c2cc(NS(=O)(=O)c3ccc(F)cc3)ccc2O1,-5,0,11,11,0,4,-12,x
COc1cc2nc(N(C)C)nc(N)c2cc1OC,3,4,x,12,x,1,x,78*
COC1(NS(=O)(=O)c2ccc(Br)cc2)C(C)=CC(=O)C=C1C,-8,x,7,12,-11,x,-5,x
CC(=O)Nc1ccc(NC(=O)C(C)OC(=O)CCCN=C2NS(=O)(=O)c3ccccc32)cc1 (stereo unspecified),-1,-2,-3,2,11,1,1,8
COc1ccccc1NC(=O)N1c2ccc(F)cc2CCC1C (stereo unspecified),1,4,-6,6,x,1,x,1
COc1ccc(-c2cc(C(F)(F)F)c(C#N)c(SCC(=O)O)n2)cc1,-6,x,2,x,-1,x,24,x
NNC(=O)c1ccc([N+](=O)[O-])c(CS(=O)(=O)c2ccc(Cl)cc2)c1,2,x,x,2,-1,x,13,x
COC(=O)c1ccc(NC(=O)c2ccc3nc(C)sc3c2)cc1,0,-8,-51,-2,x,-2,-21,-1
c1ccc(-c2nnc(-c3ccccn3)nn2)nc1,74*,3,-136,11,4,1,-7,x
CN(C)CC(=O)N1CCCCN2[C@H](C1)[C@@H](c1ccc(-c3cccc(C(=O)N(C)C)c3)cc1)[C@@H]2CO,-5,-3,8,4,19,-5,16,24
O=S(=O)(Nc1cc(S(=O)(=O)N2CCOCC2)ccc1NCC1CCCO1)c1ccccc1F (stereo unspecified),4,-7,-10,5,5,0,-8,14
CN(c1ccccc1)S(=O)(=O)c1ccc(Cl)c(C(=O)Nc2ccccc2N2CCOCC2)c1,4,3,9,5,-25,0,15,-22
COc1ccc(C(=O)N2CCCC(c3cc(C(=O)Nc4ccccc4)no3)C2)cc1 (stereo unspecified),x,4,-12,12,6,-3,-38,-6
Cc1ccc(-c2cnc3c(c2)C(=O)N([C@H](C)CO)C[C@@H](C)[C@H](CN(C)C(=O)Cc2ccccc2)O3)cc1,0,1,x,-1,-18,-3,12,49
O=C(CNC(=O)c1nc[nH]c1C(=O)N1CCNCC1)OCc1ccccc1,-28,-1,13,6,4,-2,3,6
COc1ccc2c(c1)c(/C=N/Nc1ccc(C(=O)O)cc1)c(C)n2C,7,-3,-26,1,4,-2,-8,-9
COc1cccc(-c2ccc3c(c2)[C@H]2[C@H](CCN2S(=O)(=O)c2cccc(OC)c2)[C@H](CO)N3)c1,-11,3,11,9,6,9,26,-64
O=C(NCC[C@H]1CC[C@H](NC(=O)C2CCC2)[C@H](CO)O1)c1cnccn1,-10,4,-23,1,7,-6,0,9
O=C(NNC(=S)NC(=O)c1ccc(F)cc1)c1ccncc1,3,x,-8,x,21,x,7,x
c1ccc2c(c1)CCc1ccccc1C2=C1CCNCC1,2,x,-7,-17,15,x,6,x
C[C@@H]1CN([C@H](C)CO)S(=O)(=O)c2ccc(C#CC3CC3)cc2O[C@H]1CN(C)C(=O)C1CC1,-5,0,x,-3,-17,-4,-18,-1
COc1cccc(-c2ccc3n(c2=O)C[C@H]2[C@H](CO)[C@@H](C(=O)N(C)C)N(C(=O)C4CCC4)[C@@H]32)c1,-4,1,x,x,17,8,-10,24
CN1CCCCCC1=Nc1ccccc1C#N,-9,-5,x,-3,22,-3,0,-5
CSc1ccc(S(=O)(=O)N2CC(=O)Nc3ccccc32)cc1,-21,1,6,-22,9,-2,-4,9
NC(=O)[C@H]1CC2(CC(c3cccc(NC(=O)COc4ccc(Cl)cc4)c3)=NO2)CN1C(=O)c1ccccc1C(=O)c1ccccc1 (stereo partly specified),2,0,16,x,6,2,0,33
NC(=O)C1CCN(Cc2nnnn2Cc2ccco2)CC1,40,0,6,2,12,0,x,3
CCN(CC)C(=O)CC(c1ccc2c(c1)OCO2)c1c(OC)cc(OC)c2ccc(=O)oc12 (stereo unspecified),3,5,-2,-13,-7,1,-12,-6
Cc1cc(C)n2nc(C(=O)OCC(=O)N(C)CC(=O)Nc3ccccc3Cl)nc2n1,1,-7,-6,x,-13,0,16,4

Record cards, as listed above.
`NC(=O)C1CCN(Cc2nnnn2Cc2ccco2)CC1` as listed: ARNT-TACC3 inh: 40; PglD DTNB: 0; PAX8 inh HTS: 6; PGC1a acetyl inh: 2; GSIS activator: 12; Cneo AK release: 0; LGR2 inh: x; Statin myotox sup: 3
`NC(=O)[C@H]1CC2(CC(c3cccc(NC(=O)COc4ccc(Cl)cc4)c3)=NO2)CN1C(=O)c1ccccc1C(=O)c1ccccc1` (stereo partly specified) as listed: ARNT-TACC3 inh: 2; PglD DTNB: 0; PAX8 inh HTS: 16; PGC1a acetyl inh: x; GSIS activator: 6; Cneo AK release: 2; LGR2 inh: 0; Statin myotox sup: 33
`Cc1ccc(-c2cnc3c(c2)C(=O)N([C@H](C)CO)C[C@@H](C)[C@H](CN(C)C(=O)Cc2ccccc2)O3)cc1` as listed: ARNT-TACC3 inh: 0; PglD DTNB: 1; PAX8 inh HTS: x; PGC1a acetyl inh: -1; GSIS activator: -18; Cneo AK release: -3; LGR2 inh: 12; Statin myotox sup: 49

The listing continues.
mol,ARNT-TACC3 inh,PglD DTNB,PAX8 inh HTS,PGC1a acetyl inh,GSIS activator,Cneo AK release,LGR2 inh,Statin myotox sup
Cc1cc(NC(=O)c2cccs2)no1,0,-6,-4,6,25,-1,-25,-23
CCOC(=O)C1CCN(C(=O)N(CC)CC)CC1,x,-3,0,8,2,-4,30,1
CNC(=O)c1nnsc1S(=O)c1ccc(Cl)cc1 (stereo unspecified),-28,x,56,-117,140,x,102*,x
O=C(C1CCCO1)N1CCN(S(=O)(=O)c2cc(C(F)(F)F)ccc2Cl)CC1 (stereo unspecified),-7,4,4,x,10,7,-4,-4
O=C(Nc1ccc2c(c1)OCO2)c1cccc2c1C(=O)N(Cc1cccnc1)C2,x,x,-12,15,x,-7,x,32
Cc1ccc2c(c1)NC(=O)c1cc([N+](=O)[O-])ccc1O2,-2,x,11,x,7,x,8,x
COc1ccc(-c2csc(N3CCN(C(=O)c4ccco4)CC3)n2)cc1,0,-3,-4,4,9,0,3,25
COc1ccc2[nH]c3c(c2c1)CCNC3=O,1,1,-24,x,7,0,-13,-5
COC(=O)COc1ccc2c(=O)c(Oc3ccccc3Br)coc2c1,-12,0,-1,9,3,-5,-11,-6
Cc1ccc(CNc2ccc(N3CCOCC3)cc2)s1,16,-1,x,7,x,0,x,-3
COC(=O)c1c(NC(=O)Cc2cccs2)sc2c1CCC(C)C2 (stereo unspecified),-7,1,x,1,9,2,-8,-70

Some of these compounds in order of their number in PglD DTNB, largest number first.
compound	PglD DTNB
CCN(CC)C(=O)CC(c1ccc2c(c1)OCO2)c1c(OC)cc(OC)c2ccc(=O)oc12 (stereo unspecified)	5
COc1ccccc1NC(=O)N1c2ccc(F)cc2CCC1C (stereo unspecified)	4
CN(c1ccccc1)S(=O)(=O)c1ccc(Cl)c(C(=O)Nc2ccccc2N2CCOCC2)c1	3
Cc1ccc(-c2cnc3c(c2)C(=O)N([C@H](C)CO)C[C@@H](C)[C@H](CN(C)C(=O)Cc2ccccc2)O3)cc1	1
CS(=O)(=O)N1CCN(C(=O)CCC2CCCC2)CC1	0

Quoted at random: three compounds from above.
mol,ARNT-TACC3 inh,PglD DTNB,PAX8 inh HTS,PGC1a acetyl inh,GSIS activator,Cneo AK release,LGR2 inh,Statin myotox sup
Cc1ccc(CNc2ccc(N3CCOCC3)cc2)s1,16,-1,x,7,x,0,x,-3
COC(=O)COc1ccc2c(=O)c(Oc3ccccc3Br)coc2c1,-12,0,-1,9,3,-5,-11,-6
COc1ccc(-c2csc(N3CCN(C(=O)c4ccco4)CC3)n2)cc1,0,-3,-4,4,9,0,3,25
